# AHR activator: AHR activators, primary screen, cell-based, luminescence, luciferase reporter, human; AHR-responsive luciferase reporter cells; activation, % at 5 µM; 2.5% of 320,000 active; AID 2796, 2010; in the data active = activation above about 47%;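 note: 0% = vehicle wells and 100% = reference agonist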
# Target sequence (P35869 whole entry, looked up): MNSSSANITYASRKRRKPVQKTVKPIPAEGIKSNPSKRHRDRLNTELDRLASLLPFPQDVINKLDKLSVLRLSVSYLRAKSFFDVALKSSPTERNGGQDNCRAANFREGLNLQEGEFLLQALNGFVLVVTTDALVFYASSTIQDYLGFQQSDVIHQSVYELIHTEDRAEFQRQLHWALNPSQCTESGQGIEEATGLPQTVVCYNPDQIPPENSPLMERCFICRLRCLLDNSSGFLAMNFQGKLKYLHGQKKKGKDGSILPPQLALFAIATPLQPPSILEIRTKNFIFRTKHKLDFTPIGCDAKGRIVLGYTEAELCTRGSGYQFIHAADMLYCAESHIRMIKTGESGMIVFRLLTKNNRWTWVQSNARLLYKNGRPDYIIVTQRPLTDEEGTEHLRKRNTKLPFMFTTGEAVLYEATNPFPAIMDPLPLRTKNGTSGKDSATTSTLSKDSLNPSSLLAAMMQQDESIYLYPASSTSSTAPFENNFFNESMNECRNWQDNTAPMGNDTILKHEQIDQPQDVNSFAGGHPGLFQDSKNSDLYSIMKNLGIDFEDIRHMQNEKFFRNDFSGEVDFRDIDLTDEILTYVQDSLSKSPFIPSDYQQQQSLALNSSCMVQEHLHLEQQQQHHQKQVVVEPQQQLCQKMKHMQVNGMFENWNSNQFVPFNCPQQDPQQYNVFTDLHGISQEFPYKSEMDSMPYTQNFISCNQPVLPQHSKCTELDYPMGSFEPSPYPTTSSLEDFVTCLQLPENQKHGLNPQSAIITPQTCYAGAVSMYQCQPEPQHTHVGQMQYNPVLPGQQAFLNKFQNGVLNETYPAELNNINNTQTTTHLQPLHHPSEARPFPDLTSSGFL
# CR mimetic SO: reduction of superoxide in aged yeast, primary screen, HTS; 0.18% of 330,000 active; S. cerevisiae aged cells, superoxide DHE fluorescence; active compounds read low; superoxide response (% of plate mean), % at 10 µM;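 active = superoxide response under a set limit, about three screen SD below normal, cut at about 65% in these data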;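 note: yeast aged for seven days with compound at 30 °C before DHE staining; 100% = average MFI of all compound-treated wells on the plate with controls excluded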
# CIT2 TOR yeast: modulators of CIT2-GFP expression in yeast, primary screen, S. cerevisiae, GFP fusion, multiplex flow cytometry, MLPCN library; S. cerevisiae CIT2-GFP strain, 3 h; 100 means same as DMSO wells; GFP response vs DMSO, % at 10 µM; 0.065% of 320,000 active; AID 2029, 2009;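 active = GFP response relative to DMSO above a set limit, near the screen mean plus 3 SD, cut at about 150% in these data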;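 note: ratio of well median GFP fluorescence to mean of DMSO wells on the plate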
# MEP2-GFP yeast: modulators of MEP2-GFP levels in yeast, primary screen, S. cerevisiae, multiplex flow cytometry, MLPCN library; 0.51% of 330,000 active; GFP response vs DMSO, % at 10 µM; S. cerevisiae MEP2-GFP strain, 3 h; 100% = DMSO control level; AID 2016, 2009;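 active = GFP response versus DMSO above a set limit, roughly screen mean plus 3 SD, cut at about 180% in these data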;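 note: median GFP fluorescence of the barcode-gated MEP2-GFP cells per well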
# Efflux pump inh: inhibitors of Candida efflux pumps in yeast, primary screen, S. cerevisiae, Nile Red, multiplex. S. cerevisiae Candida pump triplex. inhibition, % at 10 µM. 0.44% of 330,000 active. AID 485275, 2010;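 active = plate passing quality check with inhibition over a set limit, or well fluorescence over plate mean plus 4 SD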;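 note: Nile Red retained in pooled yeast measured as flow cytometry median fluorescence; 0% = buffer negative control and 100% = Enniatin B positive control; higher means more Nile Red kept so more efflux inhibition; some compounds called inactive have numbers as strong as hits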
# RPL19A-GFP yeast: RPL19A-GFP expression modulators in yeast, primary screen, cell-based, S. cerevisiae, multiplex flow cytometry, MLPCN. S. cerevisiae RPL19A-GFP strain, 3 h; active compounds read low. percent response vs DMSO, % at 10 µM. 0.3% of 330,000 active. AID 2025, 2009;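 active = percent response vs DMSO below 50%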;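 note: median channel GFP fluorescence of the barcoded RPL19A-GFP strain; ratio of sample median GFP to plate DMSO average so 100% = DMSO; lower means less RPL19A-GFP as with rapamycin TOR inhibition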
# LAP4 TOR yeast: modulators of LAP4-GFP expression in yeast, primary screen, S. cerevisiae, multiplex flow cytometry, MLPCN library; 3 h; median GFP as percent of DMSO wells; GFP response vs DMSO, % at 10 µM; 0.34% of 320,000 active;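 active = GFP response vs DMSO above a set limit, about the screen mean plus 3 SD, cut at about 150% in these data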
# AGP1 TOR yeast: modulators of AGP1-GFP expression in yeast TOR pathway, primary screen, cell-based, multiplex flow cytometry, S. cerevisiae, MLPCN library; 0.02% of 320,000 active; 3 h; GFP as percent of DMSO wells; GFP response vs DMSO, % at 10 µM;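 active = GFP response relative to DMSO above a set limit, near screen average plus 3 SD, cut at about 150% in these data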;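 note: median GFP channel fluorescence of the gated AGP1 strain per well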
# Starred values were filed as active, the others as inactive; . = no result given. An unsorted share of the library; any-hit rate near 3.9%.
SMILES,AHR activator,CR mimetic SO,CIT2 TOR yeast,MEP2-GFP yeast,Efflux pump inh,RPL19A-GFP yeast,LAP4 TOR yeast,AGP1 TOR yeast
Cc1ccc(NS(=O)(=O)c2ccc(C(=O)NCc3ccc(S(N)(=O)=O)cc3)cc2)cc1,1,101,91,98,0.0,98,112,103
COCCCNS(=O)(=O)c1ccc(C)cc1,0,107,96,95,0.1,97,96,99
COc1ccc(NC(=O)c2ccc(S(=O)(=O)N3CCCCC3)cc2)cc1OC,3,106,99,98,0.2,95,100,94
Nn1c(SCc2ccccc2)nnc1-c1ccccn1,0,109,97,103,0.0,102,101,103
CC(=O)Nc1ccc(NC(=O)COc2ccc(Br)cc2C)cc1,2,103,95,67,0.2,101,87,90
Cc1ccc2nc(SCC(=O)NCc3ccc(S(N)(=O)=O)cc3)[nH]c2c1,22,117,104,103,0.1,103,98,102
CCCCCn1c(=O)[nH]c2cc(C(=O)NCCCN3CCCCC3)ccc2c1=O,0,94,103,93,-0.2,95,95,101
CCCCOC(=O)C1CCCC(C(=O)OCCCC)N1 (stereo not drawn),3,98,104,112,0.0,104,105,106
COc1cc(C=O)ccc1OCCOc1ccccc1[N+](=O)[O-],4,106,102,112,-0.1,106,95,102
CCOC(=O)CCNC(=O)Nc1cc2nc(C)n(Cc3cccc(Cl)c3)c2nc1C,0,103,97,98,-0.3,106,102,98
O=C(CN(C(=O)c1csnn1)c1ccccc1Cl)NC1CCCC1,-1,106,101,105,-0.1,102,107,105
O=c1[nH]c(/C=C/c2cccc([N+](=O)[O-])c2)c([N+](=O)[O-])c(=O)[nH]1,6,100,92,101,0.3,98,87,111
CC(C)CCNC(=O)NC(=O)CSc1nnc(-c2ccccc2Br)o1,3,103,78,95,0.3,115,79,79
O=C(CCCOc1ccccc1)NCCc1ccccc1,-1,128,97,103,0.4,98,101,103
O=C(/C=C/c1ccc(Cl)cc1)N(c1ccccn1)C1CCCCC1,6,99,104,102,0.3,112,106,105
COc1ccc(C(=O)Nc2c(N)nc(SCC(=O)Nc3ccc(C(C)=O)cc3)[nH]c2=O)cc1,-3,97,102,97,0.1,102,94,104
CSc1nc2cc(C)nn2c(-c2ccc(C(C)(C)C)cc2)c1C#N,2,87,101,87,0.0,96,94,103
COc1ccc(CN(C(=O)c2ccco2)c2ccc(C)cc2)cc1OC,4,120,90,101,0.1,97,94,96
COc1ccc(NS(=O)(=O)c2c(F)cccc2F)cc1S(=O)(=O)N1CCOCC1,7,101,93,101,-0.1,99,108,111
Cc1nn(CCC(=O)NNC(=S)NCC(C)C)c(C)c1Br,3,105,91,91,-0.2,92,84,91
O=C1/C(=C/c2ccccn2)SC(=S)N1CCc1ccccc1,1,97,103,97,0.0,98,98,101
CCC(C)(C)NC(=O)CN(C(=O)CCC(=O)Nc1cc(C)ccn1)c1ccc2c(c1)OCCO2,1,96,88,99,0.0,96,93,97
COc1ccc(/C=N/NC2=NCCCCC2)c(OC)c1,20,97,98,100,0.1,102,102,103
CCc1ccc(C(=O)CSc2n[nH]c(C)n2)cc1,56*,104,93,104,-0.1,104,102,103
O=C1c2ccccc2C(O)(c2ncc[nH]2)N1C1CCCCC1 (stereo not drawn),0,87,104,98,0.0,99,100,102
CN(C(=O)COC(=O)/C=C/c1ccc(S(=O)(=O)N2CCc3ccccc32)cc1)C1CCS(=O)(=O)C1 (stereo not drawn),0,114,98,96,-0.1,98,102,99
COc1cc2c(cc1OC)-c1cc(NC3CCCCC3)nc(=O)n1CC2,3,92,104,103,-0.1,101,106,100
COc1ccc(CN([C@H](CO)CC(C)C)S(=O)(=O)N(Cc2ccccc2)[C@H](CO)CC(C)C)cc1,0,84,90,92,0.4,96,94,92
COC(=O)[C@]1(C)N[C@H](CN(C)S(=O)(=O)c2ccc(-c3ccccc3)cc2)[C@@H]2C(=O)N(Cc3ccccc3)C(=O)[C@@H]21,0,86,96,102,0.2,100,104,106
CNC(=O)CSc1cn(CC(=O)N(C(C)C)C(C)C)c2ccccc12,3,110,91,93,0.0,94,95,95
Nc1nnc(SCc2ccccc2F)n1-c1ccccc1,4,109,93,98,0.1,93,90,95
CSCCC(NC(=O)c1ccccc1Cl)C(=O)N1CCC1 (stereo not drawn),1,91,107,102,0.0,99,107,110
CS(=O)(=O)Nc1ccccc1C(=O)N1CCCC1,2,92,102,101,0.1,97,107,101
CCN1CCN(C(=O)c2nn(C)c3c2CS(=O)(=O)c2ccccc2-3)CC1,-2,85,98,104,0.0,100,99,103
COc1ccc(/C=C/C(=O)Nc2ccccc2C(=O)NCC(c2ccc(OC)cc2)N(C)C)cc1 (stereo not drawn),7,107,103,108,0.1,110,102,107
CCN(CC(=O)Nc1ccc(OC)cc1)CC(=O)N1CC(=O)Nc2ccccc21,5,90,101,96,0.1,94,98,102
CC(C)C(NC(=O)c1c(F)cccc1F)C(=O)N1CCN(c2ccccc2F)CC1 (stereo not drawn),-1,99,88,98,-0.3,101,91,90
O=C(Nc1cccc(Cl)c1)N1CCC(CO)(CCOc2ccccc2)CC1,0,78,97,99,-0.2,103,98,107
COc1ccc(Cl)c2sc(N3CCN(C(=O)C4=COCCO4)CC3)nc12,16,111,99,123,0.1,96,101,95
Cn1c(CCC(=O)OCC(=O)Nc2ccc(Oc3ccccc3)cc2)nc(=O)c2ccccc21,-1,89,97,98,0.0,99,91,98
Cc1noc(C)c1C(=O)OC(C)C(=O)NC(C)c1ccc(Cl)cc1Cl (stereo not drawn),6,98,96,103,-0.1,98,100,98
O=[N+]([O-])c1cnccc1NC1CCCCC1,1,124,114,101,0.0,98,.,104
O=C(O)/C=C/C(=O)N(Cc1ccccc1)Cc1ccco1,0,108,100,100,0.0,98,104,101
Cn1cc(S(=O)(=O)Nc2ccc(Cl)cc2Cl)c(=O)n(C)c1=O,-3,98,105,103,0.1,104,103,109
COc1ccc(C(=O)NCCCCCCNC(=O)c2ccc(OC)cc2)cc1,4,103,98,104,0.0,102,93,93
O=C(Nc1cc(S(=O)(=O)N2CCOCC2)ccc1N1CCOCC1)c1cc(=O)[nH]c2ccccc12,0,121,100,99,-0.3,96,97,102
CC1CN(c2nc3c(c(=O)n(Cc4ccc(Cl)c(Cl)c4)c(=O)n3C)n2C)CC(C)O1 (stereo not drawn),-2,105,104,101,0.0,97,98,105
N#C/C(=C\c1cn(Cc2ccc(F)cc2)c2ccccc12)C(=O)NCc1ccco1,9,103,108,112,0.3,116,116,107
COc1ccc(-c2cc(C(=O)N(C)CC(=O)Nc3ccccc3Cl)c3ccccc3n2)cc1OC,19,102,93,95,0.1,95,108,104
CC(C)N1CCCC(CNC(=O)CCc2nnc(CCCCc3ccccc3)o2)C1 (stereo not drawn),0,102,94,102,-0.2,106,98,107
C[C@H](NC(=O)c1nc[nH]c1C(=O)NC(c1ccccc1)c1ccccc1)C(=O)OC(C)(C)C,1,102,94,101,0.0,97,89,100
CCCC(=O)N(CCN1CCOCC1)c1nc2c(OC)ccc(C)c2s1,40,93,95,131,-0.1,95,111,102
Cc1[nH]n(-c2ccccc2)c(=O)c1C=Nc1cnc2ccccc2c1,8,107,83,92,0.0,88,95,82
CN1CCc2c(sc(NC(=O)c3ccc(S(=O)(=O)N4CCOCC4)cc3)c2C(N)=O)C1,5,93,86,92,0.2,90,101,92
CC1(NC(=O)CSc2nnc(-c3c[nH]c4ccccc34)n2C2CC2)CCS(=O)(=O)C1 (stereo not drawn),12,98,104,100,-0.1,103,97,103
O=C(CCN1CCc2ccccc2C1)Nc1cccc(F)c1,1,111,108,105,-0.1,105,104,106
Cc1ccc(CNC(=O)Cn2ccc(NC(=O)OCc3ccccc3)nc2=O)o1,0,107,106,93,-0.1,99,96,101
Cc1ccc(Nc2nc3nonc3[nH]c2=O)cc1C,17,122,99,116,0.1,102,115,95
COc1ccc(N2CCN(C3CC(=O)N(c4ccc5c(c4)OCCO5)C3=O)CC2)cc1 (stereo not drawn),2,107,92,102,0.3,103,105,99
CCOC(=O)Nc1ccc2c(c1)N(C(=O)CCN1CCN(C)CC1)c1ccccc1S2,8,98,106,101,0.1,103,103,105
CCOc1ccc(C(C)=O)cc1CN1C(=O)NC(C)(C2CC2)C1=O (stereo not drawn),3,116,96,100,0.1,97,99,102
COc1ccc2c(c1OC)C(=O)N(c1cccc(NC(C)=O)c1)C2,-2,98,101,97,0.0,104,94,99
CC(C(=O)c1c[nH]c(C(N)=O)c1)c1ncc(C(F)(F)F)cc1Cl (stereo not drawn),-1,88,90,89,0.0,85,88,.

# Nothing new here: entries from further up.
SMILES,AHR activator,CR mimetic SO,CIT2 TOR yeast,MEP2-GFP yeast,Efflux pump inh,RPL19A-GFP yeast,LAP4 TOR yeast,AGP1 TOR yeast
CC(C)N1CCCC(CNC(=O)CCc2nnc(CCCCc3ccccc3)o2)C1 (stereo not drawn),0,102,94,102,-0.2,106,98,107
C[C@H](NC(=O)c1nc[nH]c1C(=O)NC(c1ccccc1)c1ccccc1)C(=O)OC(C)(C)C,1,102,94,101,0.0,97,89,100
CCCC(=O)N(CCN1CCOCC1)c1nc2c(OC)ccc(C)c2s1,40,93,95,131,-0.1,95,111,102
Cc1[nH]n(-c2ccccc2)c(=O)c1C=Nc1cnc2ccccc2c1,8,107,83,92,0.0,88,95,82
CN1CCc2c(sc(NC(=O)c3ccc(S(=O)(=O)N4CCOCC4)cc3)c2C(N)=O)C1,5,93,86,92,0.2,90,101,92
CC1(NC(=O)CSc2nnc(-c3c[nH]c4ccccc34)n2C2CC2)CCS(=O)(=O)C1 (stereo not drawn),12,98,104,100,-0.1,103,97,103
O=C(CCN1CCc2ccccc2C1)Nc1cccc(F)c1,1,111,108,105,-0.1,105,104,106
Cc1ccc(CNC(=O)Cn2ccc(NC(=O)OCc3ccccc3)nc2=O)o1,0,107,106,93,-0.1,99,96,101
Cc1ccc(Nc2nc3nonc3[nH]c2=O)cc1C,17,122,99,116,0.1,102,115,95
COc1ccc(N2CCN(C3CC(=O)N(c4ccc5c(c4)OCCO5)C3=O)CC2)cc1 (stereo not drawn),2,107,92,102,0.3,103,105,99
CCOC(=O)Nc1ccc2c(c1)N(C(=O)CCN1CCN(C)CC1)c1ccccc1S2,8,98,106,101,0.1,103,103,105
CCOc1ccc(C(C)=O)cc1CN1C(=O)NC(C)(C2CC2)C1=O (stereo not drawn),3,116,96,100,0.1,97,99,102
COc1ccc2c(c1OC)C(=O)N(c1cccc(NC(C)=O)c1)C2,-2,98,101,97,0.0,104,94,99
CC(C(=O)c1c[nH]c(C(N)=O)c1)c1ncc(C(F)(F)F)cc1Cl (stereo not drawn),-1,88,90,89,0.0,85,88,.
